Screening results deposited in PubChem by National Center for Advancing Translational Sciences (NCATS).
Tau fluor counter = counter-screen for tau fibril formation inhibitors. tau K18 P301L Alexa594 fluorescence, heparin fibrillization. Potency, µM (titrated, usually from 57.7 µM), without a hit: at the top dose activity change, negative = decrease. hit rate 0.93% among 280,000. AID 1463; note: % is set by controls: 0 for no effect and ±100 for the full control effect; nearly all actives have a fitted effect of over 55% in size
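Human K18 P301L tau (15 uM unlabeled plus 0.24 uM Alexa 594-labeled, final) in 100 mM sodium acetate pH 7 was mixed with compound and 20 uM heparin and incubated 6 hr at 37 C.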
HTT cytoprotect = cytoprotection in Huntington HTT-Q103 PC12 cell model | PC12 HTT-Q103 induced, cytoprotection, ATP luminescence, 40 h | Potency, µM (titrated, usually from 56.4 µM), without a hit: cytoprotection (ATP increase), most hits filed as activators | hit rate 0.14% among 230,000;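 note: % of control where 0% means no effect; nearly all actives have a fitted effect of over 45% in size; toxic huntingtin expression switched on by the ecdysone agonist tebufenozide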
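Stable PC12 Q103-GFP cells in serum-supplemented, phenol red-free DMEM; induction by tebufenozide at 100 nM final; compound dose series; cell viability quantified luminescently from ATP.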
Tau ThT inhib = inhibitors of human tau fibril formation, thioflavin T binding. recombinant tau K18 P301L (four-repeat tau fragment), heparin-induced fibrillization, ThT fluorescence. Potency, µM (top dose mostly 57.4 µM), inactives show at the top dose activity, negative = inhibition, most hits filed as inhibitors. P10636. hit rate 2.1% among 270,000; note: % is set by controls: 0 for no effect and ±100 for the full control effect; nearly all actives have a fitted effect of over 55% in size
Target sequence (P10636 561-689 P618L limits assumed): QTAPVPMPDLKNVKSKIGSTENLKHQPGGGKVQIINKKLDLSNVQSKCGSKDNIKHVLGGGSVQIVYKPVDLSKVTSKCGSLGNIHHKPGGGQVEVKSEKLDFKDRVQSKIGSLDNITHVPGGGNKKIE
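In this qHTS, human K18 P301L tau is incubated with compound and heparin for 6 hr at 37 C, and Thioflavin T fluorescence then reports fibril load.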
TRb-SRC2 inh = TRbeta-SRC2 interaction inhibition; AID 1469; hit rate 0.065% among 280,000; Potency, µM (doses to about 106 µM), inactives show top-dose activity change, negative = inhibition, most hits filed as inhibitors; TRbeta-SRC2 peptide binding, fluorescence polarization; receptor liganded with 1 µM T3;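 note: plate controls were bound peptide for no effect and peptide without receptor for full effect; nearly all actives have a fitted effect of over 50% in size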
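Fluorescence polarization of 20 nM Texas Red SRC2 peptide (20-aa NR interaction domain) bound to 0.6 uM human TRb ligand-binding domain, with 1 uM T3, after 5 hr at ambient temperature; inhibition seen as decreased polarization.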
RECQ1 helicase = blocks DNA unwinding by human RECQ1 | P46063 | RECQ1 DNA unwinding, red fluorescence kinetic read | Potency, µM (top dose mostly 57.3 µM), without a hit: top-dose activity, negative = inhibition, usual class: inhibitors | hit rate 0.54% among 240,000;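 note: plate controls were vehicle for no effect and no enzyme for full effect; nearly all actives have a fitted effect of over 30% in size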
Target sequence (P46063 whole entry, looked up): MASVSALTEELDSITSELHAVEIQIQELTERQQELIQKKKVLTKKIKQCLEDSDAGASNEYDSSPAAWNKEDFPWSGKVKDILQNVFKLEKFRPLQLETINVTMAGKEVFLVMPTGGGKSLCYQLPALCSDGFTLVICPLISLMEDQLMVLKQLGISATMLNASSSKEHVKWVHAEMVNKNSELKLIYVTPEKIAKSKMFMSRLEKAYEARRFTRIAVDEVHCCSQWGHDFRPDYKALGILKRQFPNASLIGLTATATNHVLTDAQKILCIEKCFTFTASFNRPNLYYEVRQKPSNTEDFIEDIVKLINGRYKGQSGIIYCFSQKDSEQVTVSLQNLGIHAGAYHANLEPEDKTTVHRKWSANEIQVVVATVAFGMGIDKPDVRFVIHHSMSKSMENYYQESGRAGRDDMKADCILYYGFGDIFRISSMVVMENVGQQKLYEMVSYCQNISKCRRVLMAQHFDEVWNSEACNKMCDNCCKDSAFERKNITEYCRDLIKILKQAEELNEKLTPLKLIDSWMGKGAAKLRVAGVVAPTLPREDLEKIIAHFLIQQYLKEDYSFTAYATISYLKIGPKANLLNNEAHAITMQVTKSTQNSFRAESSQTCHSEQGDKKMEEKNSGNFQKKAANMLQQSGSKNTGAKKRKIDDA
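RECQ1T1 50 nM; forked duplex (20 bp + 30-nt ss tails) 200 nM, ATP 2 mM final; pH 8.0, 2 mM MgCl2, 2.5 ug/ml poly(dI-dC); 15 min compound preincubation; discontinuous kinetic read over 2 h at RT.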
L3MBTL1 block = blocks human L3MBTL1; Q9Y468; AlphaScreen L3MBTL1–H3K9me1 peptide binding; Potency, µM (highest dose often 57.1 µM), for the others: top-dose activity, negative = inhibition, hits mostly inhibitors; hit rate 0.66% among 230,000; AID 485360; note: % is set by controls: 0 for no effect and ±100 for the full control effect; nearly all actives have a fitted effect of over 60% in size
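Read-out is AlphaScreen signal from streptavidin donor and nickel chelate acceptor beads (10 ug/mL final each) bridging L3MBTL1 (50 nM) and biotinylated K9-monomethylated H3(1-15) peptide (75 nM), after 30 min compound exposure at room temperature.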
Tau FP inhib = blocks human tau fibril formation measured by polarization; P10636; K18 P301L tau heparin fibrillization, Alexa594 FP, 6 h; Potency, µM (highest dose often 57.7 µM), for the others: top-dose activity, negative = inhibition, hits mostly inhibitors; hit rate 0.39% among 280,000; note: % is set by controls: 0 for no effect and ±100 for the full control effect; nearly all actives have a fitted effect of over 55% in size
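Human tau K18 […] P301L fragment, 15 uM unlabeled plus 0.24 uM Alexa 594-labeled tau (final), with compound and 20 uM heparin in 100 mM sodium acetate pH 7; 6 hr at 37 C, then Alexa 594 FP read.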
TR SRC2 fluor cs = counter-screen for TRb-SRC2 inhibitors: fluorescence interference. AID 1479. hit rate 0.29% among 280,000. TRb/SRC2 Texas Red total fluorescence interference. Potency, µM (titrated, usually from 106 µM), for the others: at the highest dose fluorescence change, negative = quenching; active = well fitted curve in either direction with a large enough effect; inconclusive = small, poorly fitted or top-dose-only effect; note: % is set by controls: 0 for no effect and ±100 for the full control effect
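Human TRβ ligand-binding domain (0.6 uM) and Texas Red SRC2 peptide (20 nM) in Tris buffer with 1 uM T3 and 5% DMSO were incubated with pinned compound for 5 hr at ambient temperature. Total fluorescence was computed as S + 2P (555/632 nm).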
Active calls of the source: *; i = inactive; ? = inconclusive; / = no result given; [ ] = dose if it differs, or a comment. Unless noted, calls come from the whole dose curve; as a rule, active = well fitted curve in the direction sought with a large enough effect; inconclusive = small, poorly fitted or top-dose-only effect, or another doubt; inactive = no such curve, though single readings can be large; an effect the other way counts as inactive or inconclusive. Potency is the fitted concentration of half-maximal effect.

| structure | Tau FP inhib | Tau fluor counter | L3MBTL1 block | RECQ1 helicase | HTT cytoprotect | TR SRC2 fluor cs | Tau ThT inhib | TRb-SRC2 inh |
| --- | --- | --- | --- | --- | --- | --- | --- | --- |
| CCc1ccc(-c2csc(-c3cc4cc(Br)ccc4oc3=O)n2)cc1 | -5.7% | -9.0% | / | / | / | 0.3% | -0.4% | 5.7% |
| Cc1nn(Cc2ccccc2)c(C)c1C(=O)NCCN1C(=O)S/C(=C\c2ccc(F)cc2)C1=O | 8.4% | -8.3% | 24.9% | i | 15.4%[10 µM] | -7.7% | -7.0% | -4.3% |
| CCCc1n(CC(O)COC2CCCCC2)c2ccccc2[n+]1C (configuration not stated) | -3.6% | 5.3% | 8.1% | i | 12.1%[10 µM] | -0.3% | 0.5% | 5.9% |
| COC(CNC(=O)c1ccc(N2CCC3(CC2)OCCO3)c([N+](=O)[O-])c1)OC | -0.3% | -8.1% | 7.3% | -3.6% | -9.5%[10 µM] | -1.7% | -17.8% | -5.7% |
| O=C(CSc1n[nH]c(-c2ccco2)n1)Nc1sc2c(c1C(=O)Nc1ccccc1)CCCC2 | -12.2% | ? | 26.0%[11.4 µM] | -1.4% | -0.6%[0.074 µM] | -4.1% | -0.7% | 14.0% |
| O=C1Nc2ccccc2S/C1=C/c1cccs1 | 0.2% | -20.8% | / | 5.3% | 33.3%[10 µM] | 0.7% | / | -3.6% |
| Cc1ccc(NC(=S)N/N=C2/CCCCc3ccccc32)cc1 | 9.6% | -29.8% | / | -5.1% | 5.1%[10 µM] | -6.5% | ? | 0.9% |
| Cc1ccc(-n2ncc3c(=O)n(CC(=O)N4CCCCCC4)cnc32)cc1 | -11.1% | -8.5% | -0.4% | i | -25.6% | -1.7% | -7.9% | -6.5% |
| Clc1ccc(-c2cn3cc(Cc4ccccc4)sc3n2)cc1 | 0.3% | -2.8% | / | / | / | 2.9% | -3.5% | 10.0% |
| CCCCNC(=O)c1ccccc1NC(=O)c1ccc2c(c1)OCO2 | -5.9% | -18.8% | 10.5% | i | -0.9% | -0.6% | -8.4% | 8.4% |
| COc1nc(/C=C/N(C)C)c([N+](=O)[O-])c(OC)n1 | -5.5% | ? | -10.6% | i | 2.7%[10 µM] | -4.4% | 8.91µM* | -0.9% |
| O=c1c2sc3ccccc3c2[nH]c(=S)n1CCN1CCOCC1 | -2.8% | -14.9% | / | -2.9% | -44.6%[inhibitor] | -4.2% | ? | -1.9% |
| Cc1ccc(N=Cc2ccc(O)cc2O)cc1F | -12.5% | -22.9% | -4.7%[11.4 µM] | i | 3.9% | -1.5% | ? | -13.9% |
| CCN(CC)C(=O)CSc1nc(-c2ccc(C)cc2)nc2c1COC(C)(C)C2 | -2.9% | -13.5% | / | -12.9% | 1.8% | -2.7% | ? | -3.6% |
| CC(C)c1ccc(CNC(=O)CCc2ccccc2)cc1 | 4.9% | -7.4% | 38.2%[activator] | -1.9% | -12.7% | 0.3% | -5.1% | 2.4% |
| Cc1nnsc1SCCNC(=O)Nc1ccc(Cl)cc1 | ? | ? | 0.8%[11.4 µM] | i | -32.9%[inhibitor] | -3.5% | 8.7% | 3.3% |
| Cc1ccc(Nc2c(-c3ccc(C)o3)nc3cnccn23)cc1 | ? | -21.9% | / | -11.4% | -26.4% | -0.4% | ? | -2.6% |
| OCc1ccc(-c2ccc(-c3ccc(CO)s3)o2)s1 | 12.9% | ? | / | i | -203.8%[inhibitor] | -3.6% | ? | 0.3% |
| CCc1ccc(N2CCn3c2nc2c3c(=O)n(CCCc3ccccc3)c(=O)n2C)cc1 | ? | -4.0% | / | / | / | -25.3% | -2.9% | 0.3% |
| Cc1cc(O)c(N)c(C)c1Cl | 15.4% | -16.2% | / | i | 8.2% | -1.6% | ? | -5.6% |
| Cc1cc(C)c(S(=O)(=O)NCC(CCC(=O)O)C(F)(F)F)c(C)c1 (configuration not stated) | -9.5% | -4.3% | 6.2% | 3.2% | -35.3%[inhibitor] | -0.3% | -1.9% | 0.8% |
| CCc1ccccc1-n1c(SCC(=O)Nc2ccc(C)cc2)nc2n[nH]c(C)c2c1=N | -12.4% | ? | / | / | / | 4.6% | -2.5% | -2.4% |
| CCn1c(SCC(=O)Nc2nc(-c3ccccc3)cs2)nnc1-c1ccccc1O | -11.0% | ? | -5.5% | -13.4% | -26.9%[0.074 µM] | -4.7% | 1.9% | 2.9% |
| CC(C)[C@H](NC(=O)Nc1cccc(Br)c1)C(=O)O | 4.7% | 12.1% | 2.9% | 1.3% | -2.9%[0.074 µM] | 0.6% | 7.6% | -5.5% |
| Cc1ccccc1C(=O)N/N=C/c1ccncc1 | -5.4% | -4.8% | 7.6% | i | -18.0% | -6.2% | -2.8% | -4.4% |
| COc1cc(C(=O)NCC(c2ccco2)S(=O)(=O)c2ccccc2)cc(OC)c1OC (configuration not stated) | -5.6% | -2.1% | / | / | / | -1.4% | 2.4% | -6.1% |
| Cc1cccc(Cn2nnc3c(=O)[nH]c(C4CCN(C(=O)c5ccccc5F)CC4)nc32)c1 | 8.2% | -6.7% | / | / | / | -12.8% | -9.2% | 1.2% |
| O=S(=O)(NCCO)c1cccc2cccnc12 | 9.0% | -8.8% | / | -5.9% | -8.7% | -3.3% | -9.3% | 2.4% |
| CCC(C)(C)NC(=O)C(c1cccn1C)N(C(=O)Cn1nnc2ccccc21)c1ccc(NC(C)=O)cc1 (configuration not stated) | -1.7%[2.34 µM] | -9.6% | 3.3% | 22.6% | 3.9%[10 µM] | -2.5% | -3.2% | 1.3% |
| N/C(=N\c1nc2c(c(=O)[nH]1)CCC2)Nc1cccc(Cl)c1 | -1.3% | -2.6% | 7.9% | -0.5% | -15.5%[10 µM] | -1.7% | ? | -1.9% |
| COc1cc(C2C(C#N)=C(C)NC3=C2C(=O)CC(C)(C)C3)ccc1OCCO (configuration not stated) | -4.6% | 5.8% | 8.0% | -3.4% | -5.5% | 0.1% | 5.2% | 7.5% |
| CCOc1ncccc1C(=O)OCC(=O)Nc1c(C)cccc1C | -3.2% | -5.3% | / | -11.6% | 14.2% | -1.6% | -7.2% | 4.3% |
| Cc1nn(-c2ccccc2)c(C)c1C(=O)OCC(=O)N(C)C1CCS(=O)(=O)C1 (configuration not stated) | -3.2% | 0.6% | 11.3% | -11.0% | 1.2%[10 µM] | -2.4% | -2.5% | -0.2% |
| COC(=O)c1oc2ccccc2c1-n1cccc1 | -2.4% | -15.6% | / | -11.6% | -2.4%[10 µM] | 0.0% | -15.7% | 2.5% |
| CC(C)CCNC(=O)CN1C(=O)CSc2ccc(S(=O)(=O)N3CCCCC3)cc21 | 8.4% | -2.2% | / | / | / | -2.7% | -1.6% | 1.5% |
| Cc1ccc(NC(=O)Cn2c(C)cc(C)c(C#N)c2=O)cc1 | 0.7% | 1.2% | / | / | / | 0.8% | 1.6% | 3.6% |
| CCN(CC)C(=O)Cn1c(SCCOc2ccc(Cl)cc2)nc2ccccc21 | 0.9% | -8.3% | / | / | / | -2.4% | -5.9% | -5.8% |
| C/C(=N\OCC(=O)Nc1ccccc1C(=O)O)c1cccs1 | -8.7% | -2.2% | / | 2.3% | -20.2% | -3.3% | -2.1% | -0.2% |
| COc1ccc(S(=O)(=O)N2CC=C(C(=O)Nc3ccc(NC(C)=O)cc3)CC2)cc1 | 2.7% | -2.9% | 1.2% | 8.8% | 28.0%[10 µM] | -1.1% | 0.8% | 2.7% |
| C=CCn1cnc2c(c1=O)c1nc3ccccc3nc1n2-c1ccccc1 | -1.6% | 3.9% | -4.7% | -4.8% | 0.0% | 0.6% | -16.9% | 0.2% |
| O=C(c1cccs1)N1CCN(Cc2cccnc2)CC1 | 4.9% | 7.5% | -1.8% | -6.1% | -15.7%[10 µM] | 0.2% | -1.7% | -5.2% |
| C/C(=N\NC(=O)C(N)=O)c1cccc(C(F)(F)F)c1 | 0.0% | -10.5% | -11.6% | -7.1% | -12.3% | 1.0% | -10.3% | 0.2% |
| CN(CCO)CCOCCOc1cccc2ccccc12 | 2.8% | 0.8% | -1.7% | -1.4% | -23.8% | -0.2% | -3.6% | -3.8% |
| COC(=O)C(NC(=O)C(C)NC(=O)OCc1ccccc1)C(C)C (configuration not stated) | 5.9% | 1.4% | 6.5% | 19.2% | 18.2%[10 µM] | -0.9% | -3.8% | -2.7% |
| CCCc1nc2ccccc2n1C(=S)SC | -2.5% | -14.0% | / | i | 5.5% | 1.1% | ? | 3.5% |
| CC(NC(=O)COC(=O)c1cc(NS(=O)(=O)c2ccc(Cl)c([N+](=O)[O-])c2)ccc1O)C1CC2CCC1C2 (configuration not stated) | -14.2% | ? | -8.6% | -9.4% | -3.4%[0.074 µM] | -1.2% | ? | -8.5% |
| NC(=O)COC(=O)c1cccc(S(=O)(=O)N2CCN(c3ccc(F)cc3)CC2)c1 | 4.8% | 2.4% | -5.9% | i | 135.6% | -1.8% | 7.2% | -5.6% |

Only RECQ1 helicase, Tau FP inhib and Tau ThT inhib (4 entries from above):
| molecule | RECQ1 helicase | Tau FP inhib | Tau ThT inhib |
| --- | --- | --- | --- |
| CC(C)CCNC(=O)CN1C(=O)CSc2ccc(S(=O)(=O)N3CCCCC3)cc21 | / | 8.4% | -1.6% |
| Cc1ccc(NC(=O)Cn2c(C)cc(C)c(C#N)c2=O)cc1 | / | 0.7% | 1.6% |
| CCN(CC)C(=O)Cn1c(SCCOc2ccc(Cl)cc2)nc2ccccc21 | / | 0.9% | -5.9% |
| C/C(=N\OCC(=O)Nc1ccccc1C(=O)O)c1cccs1 | 2.3% | -8.7% | -2.1% |

This is a subset (hit frequency here may not be typical).
